Screens as filed in PubChem.
TGFb inhibitor = inhibitors of TGF-b signaling; HepG2 CAGA-GFP TGF-b/SMAD3 reporter, GFP fluorescence, 18 h; TGF-beta stimulated, 500 pg/mL final; Potency, µM (titrated, usually from 46.1 µM), without a hit: at the top dose activity, negative = inhibition, most hits filed as inhibitors; hit rate 1.2% among 410,000; AID 588855; note: potency is the fitted concentration of half-maximal effect; % is set by controls: 0 for no effect and ±100 for the full control effect; nearly all actives have a fitted effect of over 65% in size
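Smad-responsive CAGA-GFP expression was quantified in HEPG2 cells exposed to compounds and 500 pg/mL final TGF-beta for 18 h at 37 degrees C; unstimulated wells defined full inhibition.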
Nrf2 activator = activators of Nrf2 (ARE) signaling. AREc32 ARE-luciferase reporter (MCF7-derived line), luminescence, 24 h. Potency, µM (series often up to 46.1 µM), for the others: at the top dose activation, most hits filed as activators. hit rate 0.31% among 410,000. AID 624171; note: potency is the fitted concentration of half-maximal effect; % of control where 0% means no effect; nearly all actives have a fitted effect of over 65% in size
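For detection, Steady-Glo was added and plates sat 30 min at RT; before that, AREc32_Fluc cells grown overnight in OPTI-MEM/5% FBS had been treated with 23 nL compound for 24 hr at 37 deg C.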
HepG2 viability = counter-screen for TGF-b inhibitors: cytotoxicity in HepG2 cells; Potency, µM (doses to about 46.1 µM), without a hit: at the top dose activity change, negative = cytotoxicity, hits mostly cytotoxic; HepG2 CAGA-GFP viability, ATP luminescence, 18 h; hit rate 0.76% among 410,000; note: potency is the fitted concentration of half-maximal effect; some results filed as inactive show a strong effect at the top dose
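HepG2 CAGA-GFP cells (1000/well, DMEM with 1% FBS) received compound, then TGF-beta at 500 pg/mL final, and were incubated 18 hours at 37 degrees C. Viability was read by CellTiter-Glo luminescence. Media-only wells were set as complete cell-killing and DMSO as no toxicity.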
CCT chaperon mod = changes cytosolic chaperonin activity; purified chaperonin ATPase assay, HTRF ADP detection, 30 min; activity change, % (concentration not given with the values), hits read low; hit rate 0.3% among 360,000; in the data active = activity change below about -30%; note: % is set by controls: 0 for no effect and ±100 for the full control effect
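TRiC (40 or 20 nM final, by batch activity) in 30 mM Tris pH 7.4, 100 mM KCl, 5 mM MgCl2, 1 mM DTT was treated with compound at 76 uM single dose, then 10 uM ATP, 30 min at 37 °C. ADP was read by HTRF Transcreener.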
S2 tox = reduces viability in counter-screen for ATXN expression inhibitors; S2 cells (HEK-293 line with an ATXN2-luciferase reporter) viability, CellTiter-Fluor protease fluorescence, 24 h; AID 651635; hit rate 0.49% among 400,000; Potency, µM (top dose mostly 56.7 µM), hits mostly cytotoxic; note: potency is the fitted concentration of half-maximal effect; nearly all actives have a fitted effect of over 40% in size
MmCpn inh = M. maripaludis TRiC chaperonin inhibition. AID 504842. purified Mm-Cpn ATPase, ADP Transcreener TR-FRET. Potency, µM (highest dose often 76.9 µM), inactives show top-dose activity, negative = inhibition, most hits filed as inhibitors. hit rate 0.031% among 330,000; note: potency is the fitted concentration of half-maximal effect; % is set by controls: 0 for no effect and ±100 for the full control effect; nearly all actives have a fitted effect of over 80% in size
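ATPase read-out: TR-FRET ADP immunoassay (anti-ADP Eu cryptate vs ADP-d2), ex 320 nm, em 590/665 nm; signal drops as ADP forms. Enzyme 25 nM, ATP 10 uM, 30 min at 37°C after 10 min compound preincubation.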
pAkt inh = Akt phosphorylation inhibition; Neuro2A IGF-stimulated pAkt S473 HTRF, 20 min; stronger effect = lower value; hit rate 0.32% among 360,000; activity change, % for hits at 50 µM; in the data active = activity change below about -80%; inconclusive = mostly about -51% to -80%; note: % is set by controls: 0 for no effect and ±100 for the full control effect
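Single-point screen (50 µM final compound) in Neuro2A cells stimulated 20 min with 6 nM IGF at 37 deg C. After lysis, Ser473-phosphorylated Akt read by HTRF (ex 330 nm, em 615/665 nm) as the 665/615 ratio.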
A549 tox = A549 cytotoxicity, counter-screen for Nrf2 inhibitors. A549 ARE-Fluc cells, CellTiter-Fluor viability, 18-24 h. hit rate 0.16% among 390,000. Potency, µM (series often up to 46 µM), without a hit: at the top dose activity change, negative = cytotoxicity, actives largely listed as inhibitors. AID 504648; note: potency is the fitted concentration of half-maximal effect; % is set by controls: 0 for no effect and ±100 for the full control effect
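A549 ARE_Fluc cells in 5% FBS OPTI-MEM were exposed to compounds in concentration-response for 18-24 h at 37 deg C. Viability was read by CellTiter-Fluor fluorescence (Ex 405/Em 525) after 30 min, before the luciferase read.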
Nrf2 block = inhibitors of Nrf2 signaling; Potency, µM (top dose mostly 46 µM), inactives show top-dose activity change, negative = inhibition, hits mostly inhibitors; A549 ARE-Fluc reporter, luciferase luminescence, 18-24 h; hit rate 2.1% among 360,000; AID 504444; note: potency is the fitted concentration of half-maximal effect; % is set by controls: 0 for no effect and ±100 for the full control effect; nearly all actives have a fitted effect of over 60% in size
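Concentration-response testing used A549 ARE_Fluc cells at 5000 cells/well. Following an 18-24 h compound incubation, viability was read by fluorescence (Ex 405/Em 525) and luciferase output by luminescence.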
* = called active by the depositor; i = inactive; ? = inconclusive; nt = no result given; & = joins results of further samples; [ ] = another dose, or the depositor's remark. Unless noted, calls come from the whole dose curve; as a rule, active = well fitted curve in the direction sought with a large enough effect; inconclusive = small, poorly fitted or top-dose-only effect, or another doubt; inactive = no such curve, though single readings can be large; an effect the other way counts as inactive or inconclusive.

SMILES	TGFb inhibitor	Nrf2 activator	HepG2 viability	CCT chaperon mod	S2 tox	MmCpn inh	pAkt inh	A549 tox	Nrf2 block
COc1cccc(O)c1CN1CCCC(C(=O)c2ccccc2SC)C1 (configuration not stated)	?	4.1%	-36%	1.1	i	-2%	i	-20%	-14%
CC/C(=N\NC(=O)c1ccccc1O)c1c(O)n(Cc2ccccc2)c(=O)[nH]c1=O	1%	-0.6%	-2%	-4.7	i	-1%	i	-3%	9%
CCN(CCCl)c1cc(CN(C)C)cc(NC(=O)c2ccc(C(=O)Nc3cc(CN(C)C)cc(N(CC)CCCl)c3)cc2)c1	4µM*	-3.2%	-104%	-3.7	nt	nt	i	13µM*	2.9µM*
Cc1cccc(-n2c(O)c(C=NCCN3CCCCC3)c(=O)[nH]c2=O)c1	0%	3.5%	-43%	0.1	i	0%	i	-3%	0%
C#CCN1CCN(c2cccc(C(F)(F)F)c2)CC1	?	-0.1%	-2%	-1.7	i	-5%	i	-1%	15%
Cc1ccc(-c2nc3ccccc3c(=O)n2-c2cccc(O)c2)cc1	-16%	0.2%[9.22 µM]	-15%	-4.0	i	3%	i	-15%	-9%
NC(=O)Nc1cccc(C(F)(F)F)c1	6%	-0.7%	16%	2.6	i	2%	i	0%	?
CN=C1CN(O)C(c2ccccc2)c2cc(Cl)ccc2N1 (configuration not stated)	2%	3.2%	1%	-4.0	i	nt	i	3%	-14%
COC(=O)C1=C(c2ccc(-c3ccccc3)c(F)c2)C[C@@H]2CC[C@H]1N2C(=O)NCc1cccc2ccccc12	-4%	0.7%	-14%	0.9	i	2%	i	-2%	?
CC1=C(/C=C/c2ccccc2)CCN(C)C1	9%	2.2%	-14%	-7.5	i	2%	i	-8%	10%
CCCCN=C[C@]12CCC(O)CC1(O)CCC1[C@@H]2CC[C@]2(C)[C@H](C3C=CC(=O)O3)CCC12O (some centres not stated)	3.5µM*	-3.1%	-68%	0.7	i	2%	i	-16%	?
COC(=O)[C@@]12CCCCN1[C@H](c1ccc(-c3ccc(Cl)c(Cl)c3)c(OC)c1)[C@@H]1C(=O)N(C)C(=O)[C@@H]12	4%	-1.3%	-7%	-1.6	i	nt	i	-14%	21µM*
CC1CN=C(NCc2ccc(F)cc2)S1 (configuration not stated)	2%	-0.3%	5%	1.2	i	-2%	i	0%	5%
COc1ccc(-n2c(O)c(C(C)=NCc3ccc4c(c3)OCO4)c(=O)[nH]c2=O)cc1	-14%	0.3%	7%	-0.4	?	1%	i	4%	?
C=CCSc1nc2c(c(-c3ccsc3)c1C#N)CN(C)CC2	-22%	3.6%	-2%	1.1	i	-1%	i	-6%	-3%
CCOc1nc(NC(C)C)nc(N2CC3CC(C2)c2cccc(=O)n2C3)n1 (configuration not stated)	0%	0.1%	18%	-0.7	?	-1%	i	10%	8%
CCCC12CN3CCN(C1)CC(CCC)(C3)C2=O	2%	-0.7%	-12%	-0.9	i	-2%	i	0%	-6%
COC(=O)c1cncn1C(C)c1ccccc1 (configuration not stated)	13%	-0.2%	-10%	-2.0	i	1%	i	-7%	14%
CCC1(O)C(=O)OCc2c1cc1n(c2=O)Cc2cc3cc(O)ccc3nc2-1 (configuration not stated)	?	-1.7%	1%	-2.3	nt	nt	i	14%	2.3µM*
O=C1NC(=O)[C@]2(Cc3ccccc3N3CCN(c4ccccc4)CC32)C(=O)N1c1ccccc1 (some centres not stated)	16%	0.1%	4%	2.4	i	-3%	i	1%	13%
CCOc1ccccc1N1C(=O)NC(=O)C(CCc2ccncc2)(CCc2ccncc2)C1=O	6%	-0.2%	-14%	-4.4	i	1%	i	0%	8%
N#CSCC(=O)N1c2ccccc2CCc2ccccc21	25µM*	6.4%	-22%	-0.2	?	1%	i	8%	16%
COc1ccc(Cl)cc1NC(=O)c1sc2nc3c(cc2c1N)N1CCC3CC1	21%	4.0%	2%	nt	i	nt	nt	0%	nt
COc1cccc(NC(=O)Cn2cc(C(=O)c3ccccc3)c3ccccc32)c1	10µM*	3.0%	-18%	nt	nt	nt	nt	?	?
Cc1ccc2oc(=O)n(CCC(=O)Nc3ccc(N4CCOCC4)cc3)c2c1	-23%	0.3%	-3%	-2.8	i	-4%	i	2%	-18%

2 entries from above, reformatted.
SMILES: N#CSCC(=O)N1c2ccccc2CCc2ccccc21
  TGFb inhibitor: 25µM*	Nrf2 activator: 6.4%	HepG2 viability: -22%	CCT chaperon mod: -0.2	S2 tox: ?	MmCpn inh: 1%	pAkt inh: i	A549 tox: 8%	Nrf2 block: 16%

SMILES: COc1ccc(Cl)cc1NC(=O)c1sc2nc3c(cc2c1N)N1CCC3CC1
  TGFb inhibitor: 21%	Nrf2 activator: 4.0%	HepG2 viability: 2%	CCT chaperon mod: nt	S2 tox: i	MmCpn inh: nt	pAkt inh: nt	A549 tox: 0%	Nrf2 block: nt

Later entries:
SMILES	TGFb inhibitor	Nrf2 activator	HepG2 viability	CCT chaperon mod	S2 tox	MmCpn inh	pAkt inh	A549 tox	Nrf2 block
COc1ccc(C(C)=O)cc1CC(C(=O)c1ccc(F)cc1)N(C)C (configuration not stated)	12%	6.1%	-29%	-2.3	i	-4%	i	2%	1%
Cc1ccccc1NC(=O)CSc1nc2ccccc2c2nc(CCn3c(C)nc4ccccc43)nn12	0%	-1.1%	2%	nt	?	nt	nt	-14%	nt
COC(=O)C(O)(c1ccc(N(C)S(=O)(=O)c2ccccc2)cc1)C(F)(F)F (configuration not stated)	-5%	0.5%	0%	-2.8	i	0%	i	-1%	12%
CS(=O)(=O)c1ccc(C2=C(CNC(=O)c3nccs3)[C@H]3CC[C@@H](C2)N3Cc2ccco2)cc1	-5%	-0.7%	-3%	-1.2	i	nt	i	nt	nt
CCOC(=O)[C@]12Cc3cc(Cl)ccc3[C@H]1N(C)C(=O)c1cc(OC)ccc12	nt	-3.1%	nt	-1.6	?	nt	i	nt	nt
Cc1ccc(/C=C2\C(=O)NC(=O)N(CC3CCCO3)C2=O)s1 (configuration not stated)	?	2.5%	-30%	-2.8	i	0%	i	5%	25%
CC(N)Cc1c[nH]c2ccc(Cl)cc12 (configuration not stated)	?	2.7%	-3%	-1.5	i	nt	i	nt	2%
COC(=O)c1c(C)n(Cc2ccc3c(c2)OCO3)c2ccc(O)cc12	?	5.0%	-19%	-0.6	i	-2%	nt	-16%	?
C=CC1CN2CCC1CC2C(O)c1ccnc2ccccc12 (configuration not stated)	20%	-0.1%	-12%	1.4	i	nt	i	1%	1%
C1CCC2CCCCC2C1 (configuration not stated)	0%	-1.1%	-1%	-1.0	i	1%	i	-10%	-7%
Cc1cc(Br)cn2c(CC(=O)N3CCCCC3)c(-c3ccc(F)cc3)nc12	nt	17%	nt	-8.5	?	nt	i	nt	nt
CCOC(=O)[C@]12Cc3cc(N(C)C)ccc3[C@H]1N(Cc1ccccc1)C(=O)c1ccccc12	?	-0.4%	-4%&10%	-1.5	?	nt	i	-18%	?
Cc1nn(-c2cc(C(F)(F)F)ccn2)c(=O)o1	0%	-0.6%	101%	0.6	i	-1%	i	1%	?
O=C(O)Cn1cc(C=C2C(=O)NC(=O)NC2=O)c2ccccc21	19%	0.2%	-3%	0.3	i	-1%	i	0%	-9%
Cc1cccc2nc(-c3ccccc3)c(-c3ccc(CN4CCC(n5c(=O)[nH]c6ccccc65)CC4)cc3)nc12	nt	-0.5%	nt	-1.4	?	nt	i	nt	nt
CCOC(=O)Cn1c(=O)oc2cc(S(=O)(=O)Nc3cc(OC)cc(OC)c3)ccc21	?	-0.2%	-32%	nt	nt	nt	nt	0%	16%
Clc1ccc(N2CC2c2ccncc2)cc1 (configuration not stated)	18%	0.6%	7%	-0.4	i	-1%	i	-1%	5%
C=C1C(O)[C@@H]2O[C@]3(CC[C@H](/C=C/C(C)[C@@H]4CC(C)=CC5(O[C@H](C[C@@](C)(O)C(=O)O)CCC5O)O4)O3)CC[C@H]2O[C@@H]1C(O)CC(C)[C@H]1OC2(CCCCO2)CCC1C (some centres not stated)	0.089µM*	-3.0%	-71%	-2.4	?	-2%	i	?	?
N#CC(c1ccccc1)N1CCOCC1 (configuration not stated)	-4%	-0.3%	1%	-1.2	i	0%	i	9%	23%
CCCN(CCC)C1Cc2cc(OC)c(OC)cc2C1	-2%	-0.8%	-17%	1.6	i	nt	i	7%	1%
O=[N+]([O-])c1ccc2c(c1)C(c1ccccc1)=NCCN2	0%	0.2%	-12%	1.2	i	-2%	i	-8%	0%
COc1cc(/C=C2/C(=O)NC(=O)N(c3ccc(C)cc3)C2=O)cc(OC)c1OC	30%	0.3%	26%	0.6	i	1%	i	1%	-4%
CCOC(=O)c1c(C)[nH]c(C)c1S(=O)(=O)NCC(=O)N1CCN(c2cc(Cl)ccc2C)CC1	?	0.2%	-21%	nt	i	nt	nt	1%	?
COc1ccc(CCNCc2cccc(C(F)(F)F)c2)cc1OC	-6%	0.1%	-8%	-3.0	i	0%	i	-8%	2%
COC(C)(C)CCCC(C)C/C=C/C(C)=C/C(=O)OC(C)C (configuration not stated)	-4%	0.4%	-8%	1.6	i	2%	i	-11%	-2%
CC1=CC(=C2C(=O)NC(=O)NC2=O)C=C(C(F)(F)F)N1Cc1ccccc1	0%	-0.6%	-8%	-1.6	i	2%	i	-11%	-3%
COC[C@]12CN(C)C3C4[C@H](OC)[C@H]1C3([C@@H](OC)C[C@H]2O)[C@@H]1C[C@@]2(O)[C@H](OC(=O)c3ccccc3)[C@@H]1[C@]4(OC(C)=O)[C@@H](O)[C@@H]2OC	10%	-0.5%	-54%	-2.1	i	nt	i	0%	12%
CCCN1CCC[C@@H](c2cccc(O)c2)C1	12%	0.3%	5%	-0.9	i	-1%	i	-3%	-15%

Not all compounds are listed, so the mix of outcomes need not match the whole.
